ATG4B inhibitor = ATG4B (human) cysteine protease inhibition. ATG4B cleavage of LC3-PLA2, NBD-HPC fluorescence, 1 h. inhibition, % at 8.33 µM. 340,000 compounds, 0.51% hits; in the data active = inhibition above about 40%
CXCR6 block = inhibitors of human CXCR6 receptor; O00574; inhibition, % at 20 µM; CHO-K1 PathHunter CXCR6 beta-arrestin, luminescence; 360,000 compounds, 0.36% hits; in the data active = inhibition above about 34%, passing the limit was not always enough;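 also: antagonist mode with CXCL16 agonist at 10 nM final; 0% = 10 nM CXCL16 with DMSO and 100% = unstimulated wells without agonist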
Target sequence (O00574 whole entry, looked up): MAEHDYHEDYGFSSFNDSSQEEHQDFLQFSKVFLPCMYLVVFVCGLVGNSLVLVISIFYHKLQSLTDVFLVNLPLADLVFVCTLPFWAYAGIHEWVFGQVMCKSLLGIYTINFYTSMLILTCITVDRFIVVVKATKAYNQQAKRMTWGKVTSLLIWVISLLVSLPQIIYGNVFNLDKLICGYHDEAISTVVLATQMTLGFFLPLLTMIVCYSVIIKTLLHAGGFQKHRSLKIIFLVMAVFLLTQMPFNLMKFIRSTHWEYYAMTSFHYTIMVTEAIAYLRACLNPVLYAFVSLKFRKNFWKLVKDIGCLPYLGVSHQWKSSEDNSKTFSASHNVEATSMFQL
Gli-Sufu antag = antagonists of Gli-Sufu signaling | Sufu-KO-LIGHT fibroblasts, Gli luciferase reporter luminescence | inhibition, % at 5 µM | 340,000 compounds, 0.74% hits;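 active = inhibition above about 55%, limit read from the data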;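 also: 0% = DMSO-treated cells and 100% = wells with medium but no cells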
CCR6 antag = antagonists of human CCR6 receptor. 340,000 compounds, 0.49% hits. inhibition, % at 20 µM. CHO-K1 CCR6 PathHunter beta-arrestin, luminescence, CCL20-stimulated. P51684. AID 493098;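 active = compounds whose inhibition of the agonist-driven luminescence signal at 20 µM reaches about 50%, limit read from the data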;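 also: cells stimulated with CCL20 at 14 nM final; plate controls were DMSO with CCL20 for no effect and DMSO without agonist for full effect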
APJ agonist = activates the human apelin receptor APJ; activation, % at 20 µM; AID 2520; 330,000 compounds, 0.11% hits; CHO-K1 APJ PathHunter beta-arrestin, luminescence; 0% DMSO wells, 100% apelin; P35414;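 active = activation more than six SD over the plate average, tested at 20 µM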;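 also: 0% = DMSO alone and 100% = apelin-13 at 10 nM; some results filed as inactive read as strong as hits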
Target sequence (P35414 whole entry, looked up): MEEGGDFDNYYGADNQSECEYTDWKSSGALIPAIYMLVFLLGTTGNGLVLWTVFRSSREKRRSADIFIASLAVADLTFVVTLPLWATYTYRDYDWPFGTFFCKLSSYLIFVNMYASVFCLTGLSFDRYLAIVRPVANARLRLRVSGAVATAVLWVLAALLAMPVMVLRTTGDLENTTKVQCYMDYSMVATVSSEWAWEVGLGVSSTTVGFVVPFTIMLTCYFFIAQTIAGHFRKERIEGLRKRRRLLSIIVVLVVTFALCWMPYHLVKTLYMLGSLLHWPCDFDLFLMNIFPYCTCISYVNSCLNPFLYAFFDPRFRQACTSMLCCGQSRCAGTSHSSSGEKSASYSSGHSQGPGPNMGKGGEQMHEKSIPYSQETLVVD
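Assay system: engineered CHO-K1 APJ arrestin reporter cells; Amount: 1000 CHO-K1 reporter cells seeded per well; Dosing: one dose, 20 µM compound, 1% DMSO; Times: compound stimulation 90 min at 25 °C, detection 60 min; Measured by: luminescent beta-gal fragment complementation, chemiluminescent substrate; Read-out: APJ–arrestin association signal; Controls: DMSO vs Apelin-13 10 nM.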
APJ antag = APJ receptor antagonism; P35414; CHO-K1 APJ beta-arrestin complementation, luminescence; inhibition, % at 20 µM; 330,000 compounds, 0.32% hits; AID 2521;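 active = inhibition above about 40% at 20 µM, limit read from the data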;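 also: cells challenged with 10 nM apelin-13 agonist together with compound; plate controls were apelin-13 plus DMSO wells for no effect and DMSO wells lacking apelin-13 for full effect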
EBI2 antag = blocks human EBI2 receptor beta-arrestin signaling. AID 651636. EBI2 beta-arrestin recruitment, luminescence, 7a,25-OHC stimulated. P32249. 360,000 compounds, 0.81% hits. inhibition, % at 5 µM; in the data active = inhibition above about 38%;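 also: enzyme fragment complementation signal reports receptor beta-arrestin coupling in cells; 0% = agonist plus DMSO wells and 100% = wells without agonist; some results beyond the cut were filed as inactive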
UBC13 polyUb = inhibitors of human UBC13 polyubiquitin chain formation. TR-FRET. 330,000 compounds, 0.47% hits. inhibition, % at 20 µM. P61088. AID 485273; in the data active = inhibition above about 45%, passing the limit was not always enough; inconclusive = no clear call, values can overlap the other calls
Target sequence (P61088 whole entry, looked up): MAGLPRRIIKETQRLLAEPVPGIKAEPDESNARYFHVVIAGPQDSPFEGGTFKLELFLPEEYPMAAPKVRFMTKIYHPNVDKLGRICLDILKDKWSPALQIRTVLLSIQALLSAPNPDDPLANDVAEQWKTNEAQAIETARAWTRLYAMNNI
Numbers without * were called inactive; ? = inconclusive; / = no result given.

(1) C/C(=N\NC(=O)c1ccccc1)c1c(C)[nH]n(-c2ccccc2)c1=O
(2) S=c1[nH]nc(-c2cccs2)n1/N=C/c1c(Cl)cccc1Cl
(3) Cc1cccc(-n2nnc3c(=O)n(CC(=O)Nc4cc(C)on4)cnc32)c1
(4) O=S(=O)(Nc1ccncc1Cl)c1ccccc1
(5) COc1ccc(C(=O)Nc2cccc(N(C)S(C)(=O)=O)c2)cc1OC
(6) FC(F)(F)Oc1ccc(NC(=S)Nc2ccc(OC(F)(F)F)cc2)cc1
(7) Cc1ccc(-n2c(SCC(=O)Nc3ccc(N4CCOCC4)cc3)nc3ccccc3c2=O)cc1
(8) COc1ccc(OC)c(C2C(C(=O)c3ccco3)=C(O)C(=O)N2CC2CCCO2)c1 (configuration not stated)
Screen / compound no.	1	2	3	4	5	6	7	8
ATG4B inhibitor	0	0	-12	-3	-8	-9	7	-5
CXCR6 block	-2	-5	8	-6	-1	-1	9	0
Gli-Sufu antag	8	-20	0	-22	-31	3	7	-10
CCR6 antag	16	1	7	3	-3	7	21	15
APJ agonist	-1	-1	0	-2	1	3	-5	-1
APJ antag	14	10	2	-10	7	16	-1	4
EBI2 antag	6	6	-2	-2	-5	11	9	-7
UBC13 polyUb	6	-5	13	4	-2	-6	-2	-5

(9) COc1ccc(C(=O)CSc2n[nH]c(-c3ccco3)n2)cc1
(10) C=CCOc1ccc(C(c2c(C)n(C)n(-c3ccccc3)c2=O)c2c(C)n(C)n(-c3ccccc3)c2=O)cc1
(11) CC(=O)Nc1ccc(SC(C)C(=O)NC2CCCC2)cc1 (configuration not stated)
(12) CCOC(=O)c1nn(-c2ccc(C)c(C)c2)cc1O
(13) Cc1cc(C)c(S(=O)(=O)NC2CC3CCC2C3)c(C)c1 (configuration not stated)
(14) CN1OC[C@@H]2CN(C(=O)C(C)(C)C)[C@H](c3cccc(-c4ccccc4)c3)C[C@@H]21
(15) CCn1c(=O)c2ccccc2n2c(SCC(=O)N3CCc4ccccc4C3)nnc12
(16) CC(C)c1c(O)nc(SCc2ccccc2)[nH]c1=O
Screen / compound no.	9	10	11	12	13	14	15	16
ATG4B inhibitor	1	0	1	5	-1	7	-12	-1
CXCR6 block	11	5	-1	-2	-1	-4	-2	-5
Gli-Sufu antag	0	8	18	-15	4	1	8	1
CCR6 antag	9	19	-10	12	9	-1	-2	-13
APJ agonist	0	-3	0	-4	-3	/	3	-1
APJ antag	-2	8	-6	-3	15	/	17	9
EBI2 antag	-1	5	2	9	13	1	-3	-4
UBC13 polyUb	-18	-2	-7	-9	9	/	-2	0

(17) O=c1cc(N2CCc3ccccc3C2)[nH]c(=O)n1Cc1ccc(F)cc1
(18) CCOc1ccc(-c2nc(-c3cccnc3)no2)cc1
(19) CC(=O)Nc1cccc(C(=O)Oc2cccc(C)c2)c1O
(20) CCCn1c(-c2cccc(F)c2)nc2c1c(=O)[nH]c(=O)n2Cc1ccccc1
(21) NS(=O)(=O)c1cccc(NC(=O)CSc2nc3ccccc3c(=O)n2CCCN2CCOCC2)c1
(22) Cc1cccc(C)c1N1CCN(S(=O)(=O)N(C)C)CC1
(23) O=c1ccnc(Sc2ncccc2[N+](=O)[O-])[nH]1
(24) CN(C(=O)c1ccc(NC(=O)Cc2ccc(NC(=O)C3CCN(C(=O)CCc4ccccc4)CC3)cc2)cc1)C1CCCC1
Screen / compound no.	17	18	19	20	21	22	23	24
ATG4B inhibitor	-5	4	-5	-8	-11	15	-7	-12
CXCR6 block	-4	-4	-3	8	-2	1	2	8
Gli-Sufu antag	9	-116	8	-1	3	12	5	11
CCR6 antag	4	2	-6	12	6	7	13	12
APJ agonist	5	5	5	1	1	-1	1	/
APJ antag	-7	-8	19	-19	3	-14	-2	/
EBI2 antag	5	-6	-4	5	-8	11	-6	7
UBC13 polyUb	-12	7	6	9	-5	-2	-7	/

(25) Cc1ccc2c(C(=O)CN3CCN(C(=O)c4ccco4)CC3)c(C)[nH]c2c1
(26) O=C(NNc1c2ccccc2nc2ccccc12)C12CC3CC(CC(C3)C1)C2
(27) O=C(CCCCCNC(=O)c1ccccc1)N/N=C/c1ccc(O)cc1O
(28) COc1ccc(Cc2nc3ccc(C(=O)N(C)Cc4cc(C)[nH]n4)cc3o2)cc1OC
(29) CCOCc1cc(C2NC(=O)NC(C)=C2C(=O)OCC)ccc1OC (configuration not stated)
(30) CCCc1ccc(-c2ccc(-c3noc(-c4ccncc4)n3)cc2)nc1
(31) COc1cccc(CSc2nnc(-c3ccc(F)cc3)o2)c1
(32) Cn1nccc1NC(=O)CC1(CC(=O)O)CCCCC1
Screen / compound no.	25	26	27	28	29	30	31	32
ATG4B inhibitor	-11	-4	-7	5	-6	-8	1	12
CXCR6 block	4	-19	-2	1	-5	-2	-8	0
Gli-Sufu antag	-3	3	2	7	-9	-13	-8	-1
CCR6 antag	8	2	-26	7	17	19	12	-5
APJ agonist	-2	-2	-2	4	-6	1	5	-5
APJ antag	16	12	-5	5	3	4	9	-9
EBI2 antag	19	-8	-7	-2	4	20	9	-5
UBC13 polyUb	-1	-68	11	4	1	6	-8	7

(33) CCOc1ccc(N2C(=O)CC(Sc3n[nH]c(-c4ccccc4)n3)C2=O)cc1 (configuration not stated)
(34) CCOC(=O)n1n[n+]([O-])c2ccccc21
(35) CCN1CCN(S(=O)(=O)c2ccc(Cl)c(C(=O)Nc3nnc(CC(C)C)s3)c2)CC1
(36) COc1ccccc1C(=O)NC(=O)CSc1ccc(C)c(C)c1
(37) CN(Cc1ccccc1)C(=O)CCNS(=O)(=O)c1ccc2c(c1)oc(=O)n2C
(38) CCN(CC(=O)Nc1ccc(NC(C)=O)cc1)C(=O)CCN1C(=O)C2CC=CCC2C1=O (configuration not stated)
(39) Cc1cc(C)c2c(n1)SCC(=O)N2CC(=O)Nc1ccc(F)cc1
(40) CN(C(=O)CSc1cn(CC(=O)N2CCOCC2)c2ccccc12)c1ccccc1
Screen / compound no.	33	34	35	36	37	38	39	40
ATG4B inhibitor	-10	0	-9	-5	-1	-8	1	-6
CXCR6 block	-2	-4	2	-7	0	-3	1	6
Gli-Sufu antag	-1	-4	-2	8	-4	7	-5	-18
CCR6 antag	-7	-15	11	17	-3	0	1	-4
APJ agonist	-1	-1	-2	-6	-1	-2	-2	-2
APJ antag	5	-1	8	7	-1	1	11	6
EBI2 antag	-4	-15	-5	-5	3	3	-8	-7
UBC13 polyUb	?	6	9	8	6	2	-9	8

(41) CCn1ncc([N+](=O)[O-])c1C(=O)n1nc(C)cc1C
(42) Oc1ccc(Oc2ccc(Oc3ccc(O)cc3)cc2)cc1
(43) O=C(Nc1ccc(N2CCN(C(=O)c3ccco3)CC2)cc1)c1ccc(Br)cc1
(44) COc1ccc(Cc2nc3ccc(C(=O)N4CCC[C@H]4CO)cc3o2)cc1
(45) O=C(N1CCCCCC1)N1CCN(S(=O)(=O)N2CCOCC2)CC1
(46) CN(C)S(=O)(=O)c1ccc(C(=O)Nc2ccccc2C(=O)O)cc1
(47) Cc1cc2ccccc2n1CCNC(=O)C1CC1
(48) CCCCCCCCCCOC(=O)Cn1c(COc2ccc(C)cc2)[n+](C)c2ccccc21
Screen / compound no.	41	42	43	44	45	46	47	48
ATG4B inhibitor	6	-2	-10	0	-13	2	-6	11
CXCR6 block	0	-5	1	-8	1	-9	2	2
Gli-Sufu antag	-15	18	25	0	-11	7	-11	83*
CCR6 antag	11	-9	-2	2	1	14	9	16
APJ agonist	5	-1	-1	-7	-1	-5	5	-2
APJ antag	-8	-3	-1	-51	1	10	18	19
EBI2 antag	-34	11	7	-7	-1	5	2	-13
UBC13 polyUb	7	10	2	-2	-2	-5	24	44

(49) CC(=O)OC(C(=O)NC1CCCCC1)c1ccc(Cl)c(Cl)c1 (configuration not stated)
(50) O=C(CN1c2cccc3cccc(c23)S1(=O)=O)N1CCOCC1
(51) O=c1ccc(/C=C/c2ccccc2)nn1Cc1ccccc1
(52) S=C(NCCc1ccccc1)Nc1ccccc1Cl
(53) COc1ccc(C)cc1Cn1nnc2ccccc21
(54) CCN1CCN(c2ccc(Cl)cc2NC(=O)c2ccc(-n3nc(C)cc3C)cc2)CC1
(55) CCOC(=O)CCC(=O)Nc1ccc(S(=O)(=O)N2CCC(C)CC2)cc1
(56) CNc1nc(-c2ccccc2)cc(C(F)(F)F)c1C#N
(57) O=C(Nc1ncc(Cc2cccc(Cl)c2)s1)c1cccs1
Screen / compound no.	49	50	51	52	53	54	55	56	57
ATG4B inhibitor	-7	15	-6	8	-8	-5	-7	-1	33
CXCR6 block	8	-2	0	6	6	6	-3	2	1
Gli-Sufu antag	4	4	10	-9	22	-6	0	-36	-25
CCR6 antag	-2	-2	-8	1	8	11	12	1	10
APJ agonist	-2	8	5	1	-5	5	-4	-1	5
APJ antag	4	-13	-7	-7	8	3	-1	-18	-13
EBI2 antag	9	-1	4	-7	-6	1	2	-13	-10
UBC13 polyUb	-8	2	0	8	10	15	3	-6	12

Limited to CXCR6 block, ATG4B inhibitor and CCR6 antag, for some of the entries so far:
nr	mol	CXCR6 block	ATG4B inhibitor	CCR6 antag
49	CC(=O)OC(C(=O)NC1CCCCC1)c1ccc(Cl)c(Cl)c1 (configuration not stated)	8	-7	-2
50	O=C(CN1c2cccc3cccc(c23)S1(=O)=O)N1CCOCC1	-2	15	-2
51	O=c1ccc(/C=C/c2ccccc2)nn1Cc1ccccc1	0	-6	-8

Compounds from the list above with a Cl atom (7):
(2) S=c1[nH]nc(-c2cccs2)n1/N=C/c1c(Cl)cccc1Cl
(4) O=S(=O)(Nc1ccncc1Cl)c1ccccc1
(35) CCN1CCN(S(=O)(=O)c2ccc(Cl)c(C(=O)Nc3nnc(CC(C)C)s3)c2)CC1
(49) CC(=O)OC(C(=O)NC1CCCCC1)c1ccc(Cl)c(Cl)c1 (configuration not stated)
(52) S=C(NCCc1ccccc1)Nc1ccccc1Cl
(54) CCN1CCN(c2ccc(Cl)cc2NC(=O)c2ccc(-n3nc(C)cc3C)cc2)CC1
(57) O=C(Nc1ncc(Cc2cccc(Cl)c2)s1)c1cccs1
Screen / compound no.	2	4	35	49	52	54	57
ATG4B inhibitor	0	-3	-9	-7	8	-5	33
CXCR6 block	-5	-6	2	8	6	6	1
Gli-Sufu antag	-20	-22	-2	4	-9	-6	-25
CCR6 antag	1	3	11	-2	1	11	10
APJ agonist	-1	-2	-2	-2	1	5	5
APJ antag	10	-10	8	4	-7	3	-13
EBI2 antag	6	-2	-5	9	-7	1	-10
UBC13 polyUb	-5	4	9	-8	8	15	12

Assay outcomes as filed in PubChem.
